ARFGAP1 inhibitor: rat ARFGAP1 inhibition | inhibition, % at 16.5 µM | 0.26% of 360,000 active | Q62848 | Arfgap1-stimulated ARF1 GTP hydrolysis, GDP FP detection;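 active = inhibition above a per-plate limit, mean inhibition of low control wells plus 3 SD, cut at about 25% in these data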;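 also: 0% = DMSO wells with enzyme and 100% = wells lacking Arfgap1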
Target sequence (Q62848 1-136 limits assumed): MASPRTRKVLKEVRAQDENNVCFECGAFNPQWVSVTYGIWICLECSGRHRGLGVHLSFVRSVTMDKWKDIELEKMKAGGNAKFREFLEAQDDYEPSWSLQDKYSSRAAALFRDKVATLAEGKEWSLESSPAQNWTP
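material = rat Arfgap1 catalytic domain, aa 1-136 | also added = human ARF1(Δ1-17)-GTP substrate | compound dosing = one concentration, 16.5 µM, DMSO 1.26% | times = GTP hydrolysis reaction 2 h at 25 °C | measured by = FP, GDP Alexa 633 tracer displaced from anti-GDP antibody, 620/688 nm | evaluation = percent inhibition of Arfgap1-stimulated GTP hydrolysis | replication = single well per compound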
ASAP1 GAP inh: inhibitors of human ASAP1 ArfGAP activity | ASAP1-stimulated ARF1 GTP hydrolysis, GDP FP detection | Q9ULH1 | 0.19% of 360,000 active | AID 624377 | inhibition, % at 16.5 µM; in the data active = inhibition above about 25%;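 also: 0% = vehicle with enzyme and substrate and 100% = no enzyme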
PLC-gamma1 inh: PLC-gamma1 (human) inhibition, primary screen; P19174; purified PLC-gamma1, fluorogenic substrate, fluorescence; inhibition, % at 12.2 µM; 0.84% of 370,000 active; AID 720700; in the data active = inhibition above about 9.5%
PLC-beta3 inh: PLC-beta3 (human) inhibition, primary screen; 0.18% of 370,000 active; Purified PLC-beta3, fluorogenic substrate, fluorescence; Q01970; inhibition, % at 12.2 µM; in the data active = inhibition above about 11%;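 also: 0% = median of compound wells on plate and 100% = full blocker control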
Tn6 DDE FP: inhibitors of Tn6 peptide binding to human fibrin DD(E); P02675; Fibrin DD(E) TRITC-Tn6 fluorescence polarization displacement; inhibition, % at 8.3 µM; 0.21% of 370,000 active; AID 720509;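 active = inhibition above a per-campaign cutoff: mean of compounds within control limits plus 3 SD, cut at about 15% in these data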;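 also: 0% = median of all compound wells on the plate and 100% = blocking peptide control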
ADAM17 inh: inhibitors of human ADAM17 | P78536 | recombinant ADAM17, EDANS/DABCYL FRET peptide cleavage | inhibition, % at 6.95 µM | 0.83% of 370,000 active | AID 720648;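 active = inhibition above the mean of compounds lying between control limits plus 3 SD, set per campaign, cut at about 8.5% in these data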;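 also: 0% = DMSO-only wells as the low control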
Target sequence (P78536 215-824 limits assumed): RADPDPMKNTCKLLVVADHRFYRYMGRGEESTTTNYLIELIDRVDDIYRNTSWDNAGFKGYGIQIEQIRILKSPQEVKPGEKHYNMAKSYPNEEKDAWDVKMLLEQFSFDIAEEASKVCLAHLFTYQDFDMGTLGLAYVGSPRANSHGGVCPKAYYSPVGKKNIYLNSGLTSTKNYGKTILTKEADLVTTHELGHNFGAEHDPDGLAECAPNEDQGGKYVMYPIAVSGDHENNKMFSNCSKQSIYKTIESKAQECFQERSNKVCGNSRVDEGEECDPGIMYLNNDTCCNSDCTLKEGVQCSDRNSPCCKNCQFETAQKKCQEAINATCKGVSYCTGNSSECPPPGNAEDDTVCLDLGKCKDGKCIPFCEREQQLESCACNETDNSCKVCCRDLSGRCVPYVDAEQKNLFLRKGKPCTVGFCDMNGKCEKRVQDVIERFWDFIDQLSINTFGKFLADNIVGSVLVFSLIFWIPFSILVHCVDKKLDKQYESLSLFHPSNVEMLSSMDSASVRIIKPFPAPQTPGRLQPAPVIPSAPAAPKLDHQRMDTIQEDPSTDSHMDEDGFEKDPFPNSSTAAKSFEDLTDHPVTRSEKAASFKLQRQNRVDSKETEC
DDE Tn7 FP inh: disrupts Tn7 cyclic peptide binding to fibrin D-Dimer-E complex | P02675 | FP displacement of FITC-Tn7 peptide from fibrin DD(E); 0% = median of compound wells per plate | inhibition, % at 8.3 µM | 0.13% of 370,000 active | AID 720508;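 active = inhibition above the mean of compounds falling within the control limits plus 3 SD of them, cut at about 14% in these data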;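 also: 0% = plate median of compound wells and 100% = 10 µM Aha-Tn7 peptide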
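Assay system: Human fibrin DD(E) protein | Medium: Tris buffer with calcium and detergent, pH 7.8 | Reagent: 0.1 µM fluorescent Tn7 | Compound dosing: Single point at 8.3 µM | Times: 10 min preincubation, 3 h with tracer, room temperature | Detection: Fluorescence polarization of the labelled Tn7 tracer | Controls: Aha-Tn7 high control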
ADAM10 inh: inhibits human ADAM10. O14672. 0.62% of 370,000 active. inhibition, % at 7 µM. recombinant ADAM10, EDANS/DABCYL FRET peptide cleavage, 3 h. AID 720582;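 active = inhibition above a per-campaign cutoff equal to the mean of compounds falling between control-based bounds plus 3 SD, cut at about 20% in these data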;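 also: 0% = DMSO wells while the 100% control is not disclosed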
TDP2 absorb: blocks human TDP2 phosphodiesterase activity; AID 720702; recombinant TDP2, T5PNP hydrolysis, p-nitrophenol absorbance 415 nm; inhibition, % at 12.8 µM; O95551; 0.34% of 370,000 active;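 active = inhibition above the mean of all tested compounds plus 3 SD, set per campaign, cut at about 25% in these data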;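 also: 0% = DMSO with enzyme and 100% = buffer with substrate but no TDP2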
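Test system: Human TDP2 enzyme | Reagent: 5 mM T5PNP | Compound dosing: 12.8 µM single point, 1% DMSO | Incubation: Enzyme reaction with compound for 2 h at 37 °C | Technique: p-Nitrophenol epi absorbance | Read-out: % inhibition relative to enzyme-containing and enzyme-free wells | Benchmarks: High control without enzyme, low control DMSO plus TDP2 | Replicates: Singlicate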
SIAE inh: human SIAE inhibition, primary screen | Q9HAT2 | SIAE FP-Rh probe binding, fluorescence polarization | inhibition, % at 9.66 µM | 0.69% of 370,000 active | AID 1053197;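 active = inhibition above a cutoff: mean of compounds within the control limits plus 3 SD of those, cut at about 17% in these data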;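 also: 0% = plate median of compound wells and 100% = probe without SIAE protein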
* marks the source's active call; other numbers are inactive results; · = not tested or not shown.

canonical_smiles	ARFGAP1 inhibitor	ASAP1 GAP inh	PLC-gamma1 inh	PLC-beta3 inh	Tn6 DDE FP	ADAM17 inh	DDE Tn7 FP inh	ADAM10 inh	TDP2 absorb	SIAE inh
O=C(CCC(=O)c1ccc(F)cc1)Nc1ccccc1Cl	6	2	1	-2	6	1	-3	1	-3	-2
COC(=O)C1CSC(C)(C)C(=O)N1 (stereo not drawn)	0	-14	0	-4	3	-4	8	-4	10	-8
CCOC(=O)C1CCCN(S(=O)(=O)CCNC(=O)c2cccc(OC)c2)C1 (stereo not drawn)	1	7	8	1	-4	5	8	-11	-11	-4
CSc1ccc(Cl)c(C(=O)NCCOc2ccccc2)c1	5	1	0	-1	7	-1	8	2	-1	7
Cc1cc(C)nc(Nc2n[nH]c(-c3cccc4ccccc34)n2)n1	-14	-3	-2	5	6	-1	3	1	23	-1
OCC[C@H]1C[C@@H](O)[C@H](O)[C@]2(CCc3ccccc3O2)O1	9	3	9	11*	-1	6	-1	0	-18	-3
COc1ccc(/C=N/NC(=O)c2cccnc2)cc1CN1CCc2cc(OC)c(OC)cc2C1C (stereo not drawn)	-2	1	-12	-30	-1	-7	-1	-4	4	9
COc1ccc2oc(C(=O)Nc3ccc(S(=O)(=O)N(C)C4CCN(C)CC4)cc3)c(C)c2c1	-8	3	-28	-51	-1	-16	-3	-37	0	-3
CN(C)S(=O)(=O)c1ccc(C(=O)OCC(=O)NC(=O)NC2CCCC2)cc1	-5	4	2	-6	2	-6	0	-9	7	1
O=c1[nH]c(SCc2ccc(Cl)cc2)nc2ccsc12	6	-6	1	0	6	1	-3	-1	4	-1
CCC(CO)NCc1ccc(-c2ccccc2)cc1 (stereo not drawn)	-7	-4	1	1	-1	-2	10	1	2	12
COc1cc(/C=N/Nc2nc(C)cc(=O)[nH]2)ccc1O	11	-2	-2	-12	-9	0	4	-11	9	8

The listing continues.
canonical_smiles	ARFGAP1 inhibitor	ASAP1 GAP inh	PLC-gamma1 inh	PLC-beta3 inh	Tn6 DDE FP	ADAM17 inh	DDE Tn7 FP inh	ADAM10 inh	TDP2 absorb	SIAE inh
CCN(CC(=O)Nc1ccc2c(c1)OCCO2)C(=O)CC(NC(C)=O)c1ccccc1 (stereo not drawn)	-3	9	5	-4	3	-2	2	0	7	6
Cc1ccc(C(=O)Nc2ccc(Cl)cn2)cc1	-7	5	4	2	-4	-5	1	1	-2	-1
O=Cc1ccccc1Oc1ccccc1	3	8	9	7	-2	4	-3	3	-16	1
O=C(Nc1ccc(Cl)cc1)Nc1ccc(Oc2cccnc2)nc1	6	13	1	5	-12	-3	8	-1	2	-10
COc1ccc(NC(=O)c2oc3ccccc3c2CSC)cc1S(=O)(=O)N1CCOCC1	5	-4	5	5	3	3	-6	-13	6	-1
COc1ccc(OC)c(S(=O)(=O)N2CCN(C(=O)c3ccco3)CC2)c1	-1	-1	4	-3	8	0	-3	4	-14	-3
COc1ccc(S(=O)(=O)NNC(=O)C2CC(c3cccnc3)=NO2)cc1 (stereo not drawn)	5	3	9	2	-2	1	-4	0	-14	-4
CC(Oc1ccc2ccc(=O)oc2c1)C(=O)NCCCn1ccnc1 (stereo not drawn)	6	-6	-9	-15	9	-22	0	-60	7	-1
O=C(COC(=O)/C=C/c1ccc([N+](=O)[O-])cc1)NCc1ccc2c(c1)OCO2	-3	-3	2	-11	0	-3	0	-4	6	4
COc1ccc(Cc2nn3c(-c4ccccc4Br)nnc3s2)cc1	3	19	5	-2	-2	-3	2	-2	0	-4
CC(=O)c1ccc(NC(=O)Cc2cccs2)cc1	-1	17	-4	-7	4	1	-3	-1	-15	-4
CC(C)CC(=O)Nc1cccc(NC(=O)c2ccccc2Cl)c1	3	-12	2	2	-1	3	0	-1	1	3

Reprinted from the part before: 4 compounds; new compounds follow.
canonical_smiles	ARFGAP1 inhibitor	ASAP1 GAP inh	PLC-gamma1 inh	PLC-beta3 inh	Tn6 DDE FP	ADAM17 inh	DDE Tn7 FP inh	ADAM10 inh	TDP2 absorb	SIAE inh
O=C(COC(=O)/C=C/c1ccc([N+](=O)[O-])cc1)NCc1ccc2c(c1)OCO2	-3	-3	2	-11	0	-3	0	-4	6	4
COc1ccc(Cc2nn3c(-c4ccccc4Br)nnc3s2)cc1	3	19	5	-2	-2	-3	2	-2	0	-4
CC(=O)c1ccc(NC(=O)Cc2cccs2)cc1	-1	17	-4	-7	4	1	-3	-1	-15	-4
CC(C)CC(=O)Nc1cccc(NC(=O)c2ccccc2Cl)c1	3	-12	2	2	-1	3	0	-1	1	3
C[C@H](NC(=O)c1ncn2c1C(=O)N[C@@H](C)C2)c1ccccc1	-2	-8	-1	-2	-8	-5	1	-17	6	-2
Cc1cccc(Cn2cc(/C=C/[N+](=O)[O-])c3ccccc32)c1	-4	4	3	-3	-13	4	-13	8	-4	-5
CCOC(=O)COn1c(=O)c(-c2ccco2)[n+]([O-])c2ccccc21	-13	-16	-10	-20	-5	1	-6	-5	-12	-6
Cc1cc(NC(=O)CS(=O)(=O)Cc2ccccc2)no1	3	-1	-2	3	-8	2	3	0	5	-6
CCOc1ccc(Oc2nc(NCC(C)C)nc(N(C)C)n2)nn1	17	3	2	6	-2	-4	1	4	4	1
CC(NC(=O)C12CC3CC(CC(C3)C1)C2)C(=O)N/N=C/C1=C(N2CCOCC2)C(=C\c2cccc([N+](=O)[O-])c2)/CC1 (stereo not drawn)	13	7	-1	-2	-5	-4	2	-4	11	-2
COc1cccc(-c2c(NC(=O)c3ccco3)n(-c3ccc(C)cc3)nc(C)c2=O)c1	-2	6	-1	-1	3	-3	-6	-7	-9	0
CCn1c(/C=C/c2ccc(O)c(O)c2)nc2ccccc2c1=O	10	-4	-210	-238	3	-2	-7	10	-10	-7
CC(=NCCc1ccccc1)C1=C(O)CCC1=O	5	6	-2	-4	6	-4	3	13	-3	-6
Cc1ccc(NC(=O)Nc2nc(-c3ccc(C)s3)cs2)cc1	-4	12	-45	-54	5	-2	2	8	-2	4
COC(=O)c1c(NC(=O)c2nc3nc(C)cc(C(F)F)n3n2)sc2c1CCC2	-10	-9	-3	-3	-2	-3	0	-8	11	-5
CC1(NC(=O)C2CCN(C(=O)Nc3ccccc3)CC2)CCS(=O)(=O)C1 (stereo not drawn)	5	-1	2	-8	1	-5	6	-7	3	-4

Further records.
canonical_smiles	ARFGAP1 inhibitor	ASAP1 GAP inh	PLC-gamma1 inh	PLC-beta3 inh	Tn6 DDE FP	ADAM17 inh	DDE Tn7 FP inh	ADAM10 inh	TDP2 absorb	SIAE inh
Cc1nn(-c2ccccc2)c(C)c1C(=O)OCC(=O)Nc1ccccc1F	-12	-6	-3	-35	0	3	3	-4	2	1
COc1ccccc1-c1ccc(Nc2cccc(C(C)=O)c2)nn1	-12	6	0	-1	-6	-1	-2	7	7	1
COc1ccc(S(=O)(=O)N(C)C[C@H]2OCCCC[C@@H](C)Oc3ccc(N(C)C)cc3C(=O)N([C@H](C)CO)C[C@@H]2C)cc1	10	14	-23	-27	-2	-5	-1	-20	-3	10
COc1cc2c(cc1OC)C(COc1ccccc1OC)N(C(C)=O)CC2 (stereo not drawn)	1	-11	5	1	-2	0	0	0	-6	0
Cc1ccccc1NC(=O)COC(=O)c1ccc(S(=O)(=O)N2CCCC2)cc1	0	-14	0	-4	5	-2	-9	3	3	-2
O=c1c2nnn(-c3ccccc3)c2ncn1C/C=C/c1ccccc1	3	13	0	1	-2	-2	0	-10	6	1
CCOc1ccc(-c2cn(-c3cccc(SC)c3)c(=O)[nH]2)cc1	-4	-1	-13	-14	-2	-8	1	-3	4	-1
C#CCN(Cc1cccc(F)c1)C(=O)c1nnc2c3ccccc3n(S(=O)(=O)c3ccc(C)cc3)c2n1	-8	13	0	-3	4	3	-4	-8	-3	-4
O=C(CNC(=O)c1ccncc1)N/N=C/c1ccc(O)cc1O	-1	-11	-2	-11	-3	-5	-5	-9	2	5
C=C(Br)Cn1c(CC(C)C)nc2ccccc21	-5	11	-1	1	-2	-3	12	0	3	4
O=C(NC1CCCC1)C(=O)N(Cc1cccnc1)C(C(=O)NC1CCCC1)c1ccco1 (stereo not drawn)	2	-6	0	-2	9	-3	7	-7	-12	-5
Cc1ccc(S(=O)(=O)N2CCC(C(=O)OCC(=O)N(C)c3ccccc3)CC2)cc1C	9	11	-2	0	9	0	7	-1	-9	-2

Next part
canonical_smiles	ARFGAP1 inhibitor	ASAP1 GAP inh	PLC-gamma1 inh	PLC-beta3 inh	Tn6 DDE FP	ADAM17 inh	DDE Tn7 FP inh	ADAM10 inh	TDP2 absorb	SIAE inh
CCC(=O)Nc1cc(OC)c(NC(=O)c2ccccc2)cc1OC	-13	12	-2	0	2	7	2	11	-14	-14
O=C(CCCl)NC1CCCCN(Cc2ccc(OC(F)(F)F)cc2)C1=O (stereo not drawn)	·	·	3	1	2	2	-1	3	-14	5
CSc1ncccc1C(=O)OCC(=O)c1ccc[nH]1	-4	1	-2	-8	6	-1	-1	-8	-10	7
Cn1cc[nH]c1=S	-1	5	-1	1	2	-4	-1	-5	0	2
